Myeloid diff 2 = myeloid differentiation induction. calls only at 10 µM. ER-HoxA9 myeloid progenitors, lysozyme-GFP differentiation, flow cytometry. AID 624256. 360,000 compounds, 1% hits;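 active means normalized GFP-positive differentiation at or above the plate's own cutoff, the solvent-only control mean plus 3 SD; inconclusive means no clear call, values can overlap the other calls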;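 further: cells exposed to compound for four days before flow analysis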
T cell HTS = T cell immune modulation candidate; 2C CD8+ T cell-vesicle binding, flow cytometry; hits give low values; calls only at 7 µM; 330,000 compounds, 0.068% hits;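 active means response, share of CD8 T cells binding vesicles, and their 90th percentile fluorescence all below set limits, cut at about 80% in these data, passing the limit was not always enough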
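Assay system – 2C mouse CD8+ T cells · Also added – QL9-loaded Drosophila micro-vesicles · Timing – Cell–vesicle co-incubation 1.5 h at 37 °C, staining 20 min on ice · Signal – flow cytometry of vesicle-bound cells · Measure – percent CD8+ FL2 mean versus row control · Controls – Peptide-free naked vesicles (low) and QL9 vesicles with 0.7% DMSO vehicle (high)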
MT stabilizer = microtubule stabilization, imaging screen. HeLa tubulin immunostaining HCS, 24 h; share of cells brighter than vehicle mean+2SD. % tubulin-high responders, % at 10 µM. 200,000 compounds, 0.83% hits. AID 2205;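 active means plate Z-score above 3 for both tubulin-high and condensed-nucleus cell shares, with cell loss under 80%, at 10 µM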;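 further: anti alpha tubulin signal scored within the nucleus-defined area of each cell; some results filed as inactive read as strong as hits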
b-catenin transl = alters nuclear translocation of beta-catenin in HeLa cells; immunofluorescence imaging; nuclear translocation activity, % at 5 µM; 190,000 compounds, 0.3% hits; AID 1665;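 active means nuclear translocation activity above 50% at 5 µM, with a well cell count of 50 or more; inconclusive means wells under 50 cells across six images, flagged as toxic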;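 further: per-cell ratio of nuclear to cytoplasmic median beta-catenin stain intensity; plate controls were DMSO negative control for no effect and GSK-3 inhibitor IX positive control for full effect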
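System: Human HeLa cells, endogenous beta-catenin | Compound dosing: 5 µM primary, 0.02–20 µM confirmation | Timing: 24 h compound exposure at 37°C, 5% CO2 | Measured by: Fluorescence imaging of beta-catenin antibody stain plus DAPI | Read-out basis: % activation of per-cell nuclear versus cytoplasmic median beta-catenin signal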
Insulin prom up = MIN6 insulin promoter up-regulation; MIN6 insulin promoter-GFP reporter, high-content imaging; hits give high values; z-score at 5 µM; 190,000 compounds, 0.3% hits; AID 1625;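 active means z-score above 3 at 5 µM with at least 500 cells counted in the well; inconclusive means wells under 500 cells, flagged as cytotoxic or low count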
West Nile virus CPE = inhibition of WNV-induced cytopathic effect – cell-based, CPE readout (AID 1621). 290,000 compounds, 0.02% hits. West Nile virus-infected cells, CPE inhibition; higher % means a stronger effect. CPE inhibition, % at 10 µM; hits with a dose series show IC50 in µM; in the data active means a potency from the dose series; inconclusive means CPE inhibition mostly from about 3.7% at the one dose, without a potency; inactive means the rest, 99 in 100 with CPE inhibition below about 2.2%; further: strong numbers were not always called active
WT yeast gro inh = growth inhibition of WT yeast, mitochondrial fusion screen | 190,000 compounds, 2.1% hits | AID 1362 | mitochondrial fusion phenotypic screen, WT strain | inhibition, % at 10 µM; in the data active means inhibition above about 58%; tested in S. cerevisiae
Lipid droplet = hepatic lipid droplet formation modulation | 240,000 compounds, 0.4% hits | AID 1656 | AML12 mouse hepatocytes, oleate lipid droplets, BODIPY imaging | inhibition, % at 6.5 µM;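 active means lipid droplet intensity inhibited by at least 50%, with more than 500 cells counted; inconclusive means wells with under 300 cells, treated as cytotoxic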
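Material: mouse AML12 hepatocyte cell line, fixed after treatment; Timing: compound with oleate, overnight; Technique: high-content imaging of BODIPY-stained droplets and DAPI nuclei; Probe or stimulus: oleate, 100 µM final; Dosing: compound at 6.5 µM only.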
Autophagy mod = autophagy modulation, high-content screen | MEF GFP-LC3 puncta imaging; test concentration mostly 10 µM | calls only at 10 µM (by protocol) | 190,000 compounds, 0.98% hits | AID 463193;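 active means percentage of spot-positive cells more than 3 SD above its plate mean, without a fluorescence outlier flag or 80% toxicity; inconclusive means no clear call, values can overlap the other calls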;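 further: spot-positive cell cutoff set from DMSO-treated cells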
WT yeast gro inh mutant strain = also measured in WT yeast gro inh; calls as there; inhibition, %; mitochondrial fusion phenotypic screen, mutant strain inhibition
Insulin prom up cell count = also measured in Insulin prom up; calls as there; cell count; measured here: cytotoxicity, nuclei count;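 total cells summed across four imaged fields per well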
Lipid droplet cells 6.5 µM = recorded beside Lipid droplet, whose call it bears; cell count; measured here: cell count, cytotoxicity flag;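 cells counted across two imaged fields per well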
b-catenin transl cell count 5 µM = further read-out of b-catenin transl, marked with its call; cell count; measured here: cell count, cytotoxicity flag
T cell HTS vesicle-bound % = also measured in T cell HTS; calls as there; double positive events, %; measured here: CD8+ vesicle-bound cell fraction;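 binding gate set so that unloaded-vesicle control wells show 10% double positive cells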
MT stabilizer Hoechst-high % = second read-out of MT stabilizer, no call of its own (marks repeat the call); % Hoechst-high responders; measured here: nuclear condensation Hoechst responders;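 share of cells brighter than vehicle mean plus two SD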
MT stabilizer cytotoxicity % = recorded beside MT stabilizer, whose call it bears; toxicity, %; measured here: cytotoxicity by cell density;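 0% = mean cell density of plate MIN control wells and 100% = no cells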
Autophagy mod cell loss 18 h = further read-out of Autophagy mod, marked with its call; toxicity, %; measured here: cell loss, nuclei count;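 cell loss after 18 h compound exposure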
Myeloid diff 2 GFP+ MAC1+ % = also measured in Myeloid diff 2; calls as there; GFP+ MAC1+ double positive, %; measured here: differentiation confirmed by MAC1 staining
An asterisk follows results filed as active; i = inactive; ? = inconclusive; . = no result given.

SMILES	Myeloid diff 2	Myeloid diff 2 GFP+ MAC1+ %	T cell HTS	T cell HTS vesicle-bound %	MT stabilizer	MT stabilizer Hoechst-high %	MT stabilizer cytotoxicity %	b-catenin transl	b-catenin transl cell count 5 µM	Insulin prom up	Insulin prom up cell count	West Nile virus CPE	WT yeast gro inh	WT yeast gro inh mutant strain	Lipid droplet	Lipid droplet cells 6.5 µM	Autophagy mod	Autophagy mod cell loss 18 h
COc1cccc(C2=NOC(C(=O)Nc3c(C)n(C)n(-c4ccccc4)c3=O)C2)c1 (stereo not drawn)	i	0.2	i	10	.	.	.	-1.1	1268	0.91	1139	0.1%	.	.	-10	654	.	.
Cc1ccc(CN2C(=O)CCC2C(=O)NC(C)C)cc1 (stereo not drawn)	i	1.1	i	11	4.4	1.8	11	0.4	1401	0.54	1061	0.2%	4	11	.	.	i	-60
CCOC(=O)NCc1ccc(CNC(=O)OCC)cc1	i	0.9	i	12	3.0	3.0	6.7	-1.0	850	-0.37	1269	0.1%	4	-3	.	.	i	18
O=C(O)Cn1c(=O)cnc2ccccc21	i	1.0	i	40	1.3	1.8	6.8	-1.8	1207	-0.61	1128	1.3%	2	1	-1	747	i	-4
O=C(/C=C/c1ccc2ccccc2n1)N1CCN(c2ccccc2)CC1	i	0.7	i	25	8.5	3.8	3.8	-1.4	1103	0.78	1293	-0.6%	23	24	0	727	i	8
O=C1CC(O)(C(F)F)Oc2ccc3ccccc3c21 (stereo not drawn)	i	1.1	i	58	1.7	0.9	1.3	-3.7	797	0.69	1263	-0.3%	37	26	.	.	i	-8
COc1ccc(C(C(=O)NCC2CCCO2)N(Cc2ccccc2)C(=O)CNC(=O)c2ccco2)cc1OC (stereo not drawn)	i	0.5	i	18	.	.	.	.	.	.	.	-0.1%	.	.	-2	816	.	.
COc1ccccc1C(c1nnnn1C(C)C)N1CCN(C(=O)c2ccco2)CC1 (stereo not drawn)	i	0.7	i	54	.	.	.	.	.	.	.	-0.7%	.	.	13	744	.	.
COc1ccccc1S(=O)(=O)Nc1ccc(-c2nnc3n2CCCCC3)cc1	i	1.1	i	60	2.5	1.1	0.7	-2.1	1349	0.6	1425	0.4%	-33	-18	.	.	i	2
Cc1ccc(-n2c(=O)cc(N3CCN(C(=O)c4ccco4)CC3)[nH]c2=O)cc1	i	2.9	i	55	4.3	2.0	12	-0.5	1075	0.37	1966	0.1%	-13	1	3	693	i	-5
CCOC(=O)CSc1cc(-c2ccccc2)nc2ncnn12	i	1.1	i	17	.	.	.	-0.2	1366	0.12	980	-0.1%	.	.	15	645	.	.
CCOc1ccc(NC2c3ccccc3C(=O)N2Cc2ccco2)cc1 (stereo not drawn)	i	4.4	i	26	1.6	2.4	8.6	-1.7	1105	.	.	-0.6%	14	-3	4	704	.	.
CC1(C)C(c2ccc(Cl)cc2)=[N+]([O-])C2(CCCC/C2=N\O)N1O (stereo not drawn)	i	0.9	i	28	3.2	2.6	12	-1.4	967	-0.53	1411	0.2%	19	4	.	.	i	16
CC(C)Sc1nc(-c2cccs2)nc2c1c(=O)n(C)c(=O)n2C	.	.	.	.	1.8	0.9	10	-0.5	1060	-0.05	1371	-0.3%	0	-1	15	741	i	-10
CCCCCCOC(=O)c1ccccc1NC(=O)/C=C/C(=O)O	i	0.7	i	26	0.5	1.5	7.4	0.0	1321	0.52	1524	0.6%	-32	-30	.	.	i	-7
COc1ccc(NC(=O)CC2C(=O)N(c3ccc(F)cc3)C(=S)N2NC(=O)c2ccccc2)cc1 (stereo not drawn)	i	0.0	i	25	2.3	3.4	9.1	-2.7	1078	-0.58	1333	-0.7%	-39	-8	4	655	i	12
Cc1ccc(C)n1-c1ccc(N2CCOCC2)nc1	i	6.1	i	38	2.7	1.3	3.2	.	.	0.25	1229	2.5%	-1	1	9	717	i	-4
Cc1ccc(N(C(=O)c2ccco2)C(C(=O)NC2CCCC2)c2cccnc2)cc1C (stereo not drawn)	i	0.8	i	27	.	.	.	.	.	.	.	0.9%	.	.	-10	804	.	.
CCN(CC)CCCNC(=O)c1sc2ncn(CC(=O)Nc3ccc(C)c(Cl)c3)c(=O)c2c1C	i	0.2	i	36	2.4	3.8	6.8	1.2	1183	-0.06	1255	2.0%	-15	18	-12	638	i	3
CCN(CC)C(=O)C1CCCN(c2ccc([N+](=O)[O-])cc2/C=N/NC(=O)c2ccccc2)C1 (stereo not drawn)	i	0.7	i	46	6.0	2.4	7.6	-1.1	556	-0.08	1262	-1.1%	12	-5	1	622	i	15
COC(=O)C1=CN(Cc2cccs2)C=C(C(=O)OC)C1c1cccc(O)c1	i	0.0	i	65	4.5	1.3	8.2	-1.6	998	-0.3	1442	-0.5%	-6	-3	-30	640	i	-17
COc1ccccc1CNC(=O)CCCn1nc(C)c2c(C)n(-c3ccc(C)cc3)nc2c1=O	?	.	i	52	.	.	.	.	.	.	.	-0.1%	.	.	0	758	.	.
Cc1cc(C)nc(-n2nc(C)cc2NC(=O)c2cccc(S(=O)(=O)N(C)C)c2)n1	.	.	i	22	.	.	.	-6.9	919	-0.31	1207	0.3%	.	.	.	.	.	.
CCC1=C(OC(=O)N(CC)CC)N2C(=O)OC(=NCCc3c[nH]c4ccccc34)[C@]2(Cc2ccccc2)[C@H]2C1=CC[C@H]1C(=O)N(CC)C(=O)[C@H]12	i	1.1	i	55	.	.	.	1.3	1352	0.53	1004	-0.5%	.	.	39	695	.	.
CCCC12CN(C(=O)c3ccco3)CC(CCC)(CN(C(=O)c3ccco3)C1)C2=O	i	0.0	i	32	.	.	.	.	.	.	.	-0.3%	.	.	-3	733	.	.
CC(C)c1ccc(NC(=S)NNC(=O)c2cccnc2)cc1	i	0.2	i	52	3.8	1.3	7.0	-0.2	1511	-0.01	1460	-0.3%	-8	-1	-5	696	i	-1
O=C(NC1=NCCS1)C1CCCCC1	i	0.4	i	31	3.5	1.6	9.5	0.2	1054	-0.01	1259	0.5%	0	19	-4	682	i	9
CCCC(c1nnnn1CC1CCCO1)N1CCN(c2ccccc2)CC1 (stereo not drawn)	i	0.3	i	10	3.2	0.7	6.9	2.7	946	-0.55	1503	-0.7%	9	16	10	641	i	13
CC(NC(=O)c1cnc2n(c1=O)CCS2)c1ccccc1 (stereo not drawn)	i	0.3	i	57	4.8	2.2	17	.	.	.	.	0.2%	10	8	.	.	i	36
NNC(=O)c1cc2c(s1)-c1cc(Cl)ccc1SC2	i	0.3	i	58	.	.	.	0.3	1256	-0.43	897	0.0%	.	.	20	692	.	.
Cc1cc(C)nc(Sc2ccc(/C=C(\C#N)C(=O)Nc3ccccc3)o2)n1	i	2.9	i	65	2.0	1.8	11	0.8	977	0.87	836	-0.2%	7	0	-10	783	i	-1
CCOc1cccc(C(=O)Nc2ccc(N3CCCC3)cc2)c1	i	0.6	i	56	.	.	.	.	.	.	.	-0.8%	.	.	-11	767	.	.
FC(F)(F)c1cccc(CNC2c3ccccc3-c3ccccc32)c1	i	0.2	i	24	.	.	.	.	.	.	.	-1.3%	.	.	6	819	.	.
O=C(CCn1c(=O)oc2ccccc21)NCc1ccc2c(c1)OCO2	i	3.0	i	24	3.3	2.4	4.0	0.8	965	0.26	1193	-0.2%	-1	2	-4	704	i	-5
CC(=O)c1ccc(Oc2ncnc3sccc23)cc1	i	0.7	i	27	3.0	2.8	7.3	0.8	1101	0.31	1283	0.8%	-9	-15	4	656	i	-5
COc1cccc(-c2onc3ccc(C(C)=O)cc23)c1	i	0.3	i	45	.	.	.	.	.	.	.	0.0%	.	.	6	737	.	.
COc1ccc(CNS(=O)(=O)c2cc3c(cc2Cl)NC(=O)CO3)cc1	i	1.3	i	20	.	.	.	.	.	.	.	1.2%	.	.	-3	718	.	.
CCOC(=O)c1c(-c2ccccc2)nnn1-c1nc(OC)nc(N2CCOCC2)n1	i	0.6	i	24	3.4	1.3	7.2	-4.0	964	-0.65	1479	0.4%	-5	-14	.	.	i	-4

Fetched by structure from the list above (4):
SMILES	Myeloid diff 2	Myeloid diff 2 GFP+ MAC1+ %	T cell HTS	T cell HTS vesicle-bound %	MT stabilizer	MT stabilizer Hoechst-high %	MT stabilizer cytotoxicity %	b-catenin transl	b-catenin transl cell count 5 µM	Insulin prom up	Insulin prom up cell count	West Nile virus CPE	WT yeast gro inh	WT yeast gro inh mutant strain	Lipid droplet	Lipid droplet cells 6.5 µM	Autophagy mod	Autophagy mod cell loss 18 h
CCOC(=O)NCc1ccc(CNC(=O)OCC)cc1	i	0.9	i	12	3.0	3.0	6.7	-1.0	850	-0.37	1269	0.1%	4	-3	.	.	i	18
FC(F)(F)c1cccc(CNC2c3ccccc3-c3ccccc32)c1	i	0.2	i	24	.	.	.	.	.	.	.	-1.3%	.	.	6	819	.	.
COc1cccc(C2=NOC(C(=O)Nc3c(C)n(C)n(-c4ccccc4)c3=O)C2)c1 (stereo not drawn)	i	0.2	i	10	.	.	.	-1.1	1268	0.91	1139	0.1%	.	.	-10	654	.	.
CC(C)c1ccc(NC(=S)NNC(=O)c2cccnc2)cc1	i	0.2	i	52	3.8	1.3	7.0	-0.2	1511	-0.01	1460	-0.3%	-8	-1	-5	696	i	-1

Bioassay records as filed in PubChem.
